CaV13 ICDI inh: Primary screen for inhibitors of IQ motif and Ca2+-dependent inactivation inhibitor domain binding in CACNA1D, Förster resonance energy transfer in living cells, …. HEK cells, CFP/YFP FRET ICDI-IQ, plate reader, 10 min; percent FRET-ratio fall versus neutral wells. inhibition, % at 12.3 µM. 0.098% of 340,000 active;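 active = mean replicate inhibition of at least 30% and at least 1% of replicates passing that level; inconclusive = only one of the two criteria is met; inactive = neither criterion is met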;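 also: 0% = median of the neutral control wells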
Cardio protect: protects H9c2 cardiomyocytes from peroxide injury. H2O2 injury protection, ATPLite, 2 h. protection from H2O2 cell death, % at 20 µM. 0.63% of 360,000 active. AID 588492;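 active = compounds giving at least 50% protection of heart cells from peroxide-induced death in the single-dose screen, raw or plate-pattern-corrected value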;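 also: 0% = DMSO wells with peroxide and 100% = DMSO wells without peroxide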
PDI inh: blocks human protein disulfide isomerase activity | P07237 | PDI insulin aggregation turbidity, A650, 90 min | inhibition, % at 10 µM | 0.052% of 350,000 active | AID 588391;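 active = mean inhibition across replicates of 30% or more, whatever share of single replicates reach that level; inconclusive = mean inhibition below 30% while every single replicate reaches 30%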;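 also: absorbance from insulin aggregation driven by PDI reduction with DTT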
Target sequence (P07237 whole entry, looked up): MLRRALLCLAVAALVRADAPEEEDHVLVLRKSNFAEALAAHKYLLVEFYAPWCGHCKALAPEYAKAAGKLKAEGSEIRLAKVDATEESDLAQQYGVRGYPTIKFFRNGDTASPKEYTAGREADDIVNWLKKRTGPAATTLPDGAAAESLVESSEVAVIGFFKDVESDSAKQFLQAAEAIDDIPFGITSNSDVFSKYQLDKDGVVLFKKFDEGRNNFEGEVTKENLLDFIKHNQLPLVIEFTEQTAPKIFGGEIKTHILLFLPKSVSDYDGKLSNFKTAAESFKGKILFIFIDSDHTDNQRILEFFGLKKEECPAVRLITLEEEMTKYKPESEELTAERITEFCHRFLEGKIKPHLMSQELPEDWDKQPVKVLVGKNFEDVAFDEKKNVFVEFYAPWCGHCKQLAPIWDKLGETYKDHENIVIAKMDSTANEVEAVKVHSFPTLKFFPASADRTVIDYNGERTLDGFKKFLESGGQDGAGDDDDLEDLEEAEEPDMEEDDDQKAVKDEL
N-glyco inh: N-linked glycosylation inhibition. reporter increase, % at 12.5 µM. D54 ERlucT glycosylation luciferase reporter, 24 h; percent of 100 nM tunicamycin response. 0.23% of 360,000 active;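 active = mean luciferase reporter signal, scaled so untreated is 0 and the glycosylation-blocking control 100, at or above a set limit in every replicate; inconclusive = mean reaches the limit but not every replicate does; inactive = mean below the limit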;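 also: luciferase carries N-glycosylation sites so blocking glycosylation raises the light; 0% = median of neutral control wells and 100% = median of 100 nM tunicamycin wells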
Exocytosis inh: lytic granule exocytosis inhibition | inhibition, % at 10 µM | TALL-104 LAMP-1 surface exposure, flow cytometry; cells stimulated with thapsigargin and PMA | 0.66% of 360,000 active;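 active = inhibition above about 55%, limit read from the data; inconclusive = no clear call, values can overlap the other calls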
ABCB6 inh 2: blocks the human ABCB6 transporter; Q9NP58; K562-ABCB6 porphyrin accumulation, flow cytometry, 1 h; hits give low values; fluorescence ratio to DMSO, % at 10 µM; 0.19% of 360,000 active; AID 602162;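 active = fluorescence ratio to DMSO below 75%, the collection mean minus 3 SD; inconclusive = too few cells collected in the well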;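 also: signal is porphyrin accumulated inside mitochondria; 100% equals median channel fluorescence of DMSO control wells; lower ratio means ABCB6 inhibition with less porphyrin fluorescence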
MC4R antagonist: blocks human MC4R cAMP signaling; P32245; MC4R-expressing cells, MTII-stimulated cAMP, LANCE TR-FRET; inhibition, % at 6.5 µM; 0.48% of 360,000 active;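 active = inhibition above its plate's cutoff, the mean of tested wells on that plate plus 3 SD, cut at about 29% in these data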;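 also: 0% = Melanotan II alone and 100% = Melanotan II plus saturating MCL0020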
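Assay system: U2OS cells stably expressing human melanocortin 4 receptor (MC4R) / Dosing: 6.5 µM / Timing: compound 30 min, challenge 1 h, detection 1 h / Measured by: Eu-cAMP/anti-cAMP TR-FRET, emission 671 nm / Replicates: singlicate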
MC4R ag barr: human MC4R agonism via beta-arrestin. P32245. U2OS MC4R beta-arrestin complementation, luminescence; percent of melanotan II response, DMSO zero. activation, % at 8.9 µM. 0.98% of 360,000 active. AID 540308;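 active = activation above a per-plate cutoff, the mean activation of sample wells on that plate plus 3 SD, cut at about 8% in these data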
m5-HT2A agonist: agonists of mouse serotonin 5-HT2A receptor (HTR2A); P35363; CHO-K1 mHTR2A beta-arrestin complementation, luminescence; percent of 30 µM serotonin response; activation, % at 7.6 µM; 0.66% of 360,000 active;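 active = activation above a run cutoff, the mean activation of all tested compounds plus 3 SD, cut at about 14% in these data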;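 also: 0% = plate median of compound wells and 100% = 30 µM serotonin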
Target sequence (P35363 whole entry, looked up): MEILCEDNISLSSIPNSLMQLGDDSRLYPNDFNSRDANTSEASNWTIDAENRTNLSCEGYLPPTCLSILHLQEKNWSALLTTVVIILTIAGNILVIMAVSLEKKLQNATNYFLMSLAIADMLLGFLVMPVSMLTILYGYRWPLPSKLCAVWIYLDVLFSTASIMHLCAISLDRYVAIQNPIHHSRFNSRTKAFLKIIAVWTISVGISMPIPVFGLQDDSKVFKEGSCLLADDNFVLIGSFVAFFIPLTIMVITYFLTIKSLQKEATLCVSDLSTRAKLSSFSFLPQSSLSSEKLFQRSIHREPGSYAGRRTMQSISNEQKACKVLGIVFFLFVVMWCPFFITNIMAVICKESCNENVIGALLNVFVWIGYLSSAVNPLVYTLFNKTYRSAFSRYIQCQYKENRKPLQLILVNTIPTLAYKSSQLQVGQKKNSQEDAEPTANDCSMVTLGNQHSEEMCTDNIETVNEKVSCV
ABHD5-PLIN5 inh: ABHD5-PLIN5 protein interaction inhibition | Split G. princeps luciferase complementation, luminescence, 4 h | inhibition, % at 4 µM | 0.78% of 360,000 active | AID 602281;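 active = inhibition above the mean inhibition across every tested compound plus 3 SD, cut at about 22% in these data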;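 also: 0% = DMSO only wells and the 100% control is not disclosed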
Active calls of the source: *; ? = inconclusive; nt = no result given.

Molecule	Exocytosis inh	m5-HT2A agonist	ABHD5-PLIN5 inh	CaV13 ICDI inh	MC4R ag barr	ABCB6 inh 2	N-glyco inh	MC4R antagonist	PDI inh	Cardio protect
CC(C)(C)NC(=O)C(c1cccs1)N(C(=O)C(=O)NC1CCCC1)c1ccccc1F (centres undefined)	-1	1	-1	-5	0.8	94	0	2	0	5
Cc1cc(C)nc(Sc2nc(Cl)nc(N(c3ccccc3)c3ccccc3)n2)n1	2	5	-13	nt	-1.9	93	-1	8	7	0
Cc1ccc(NC(=O)CN(C)C(=O)COC(=O)c2nccnc2N)cc1	0	7	1	-14	-4.2	90	0	0	3	8
CN(c1ccccc1C(=O)O)S(=O)(=O)c1ccc2[nH]c(=O)[nH]c2c1	-10	2	2	-18	-0.3	98	-1	-5	-1	1
Cc1sc2ncnc(SCC(=O)NC3CC3)c2c1C	1	9	-1	-8	1.1	102	-2	-5	1	0
CN(C)S(=O)(=O)Nc1ccccn1	-2	5	0	-18	-1.7	95	0	14	-1	3
COc1cc(NC(=O)c2ccccc2[N+](=O)[O-])c(C(=O)O)cc1OC	0	-4	2	-2	-1.7	98	2	3	9	2
CC(C)CN(C(=O)Cn1c(=O)cnc2ccccc21)C1CCS(=O)(=O)C1 (centres undefined)	-5	-3	1	-6	-0.9	100	-1	-5	-4	4
CCN(CC(=O)Nc1ccccc1OC)C(=O)CSCc1ccc(C)cc1	2	-1	8	-2	-1.8	99	-1	12	-3	-5
COc1ccc2c(c1)C(=O)CC(c1ccccc1F)O2 (centres undefined)	-1	-5	3	nt	0.9	95	0	1	3	-3
CCOC(=O)Cc1csc(NC(=O)CSc2nnc3ccccn23)n1	-1	9	-1	-7	-1.1	101	0	16	3	6
COc1ccc(CN(Cc2ccncc2)C(=O)CCC(=O)O)cc1	0	0	1	-9	-2.5	98	-2	-37	-11	11
COc1ccc(S(=O)(=O)NC(N)=NCCc2ccccc2)cc1	-3	-3	3	-3	0.6	103	-2	18	6	8
CCOC(=O)c1ccccc1NC(=O)CN1C(=O)CCS(=O)(=O)c2ccccc21	8	2	4	nt	1.8	112	0	16	-3	19
COc1ccc(OCCNC(=O)Nc2cc(F)c(F)cc2Cl)cc1	-6	-3	-4	-1	-0.2	104	-1	16	2	-16
CC1(C)Cc2ccccc2-c2nc3n(c(=O)c21)CCCS3	-1	6	2	-6	-0.6	94	1	-4	4	0
O=C(Nc1ccc(CN2CCCCC2)cc1)c1cccc(F)c1	1	4	-1	-19	-1.1	98	1	5	2	6
CC(=O)N1CCN(c2ccc([N+](=O)[O-])cc2)CC1	-2	0	0	-4	-2.4	101	3	6	1	-4
COc1ccc2[nH]c(C(=O)NCCN3CCOCC3)cc2c1	4	2	-4	-5	-0.8	96	-1	10	4	4
O=C(NC(=O)c1ccc(Cl)cc1)Nc1cc(N2CCCCC2)ncn1	4	1	-3	nt	-1.9	96	2	5	0	5
Cc1cc(C)n(-c2ccc(Cl)c(Cl)c2)n1	0	-3	-6	-7	-1.9	95	1	-5	-4	3
CCCCN1C(=O)C(=O)N(CC(=O)c2cc(C)n(C3CC3)c2C)C1=O	0	1	-4	-3	-0.4	101	0	6	-6	-9
C=CCc1cc(C)ccc1OCCOCCC(C(=O)OCC)C(=O)OCC	2	-5	-2	-5	-0.8	100	3	6	-6	-9
COc1ccc(NC(=O)CSc2nnc(C)s2)cc1S(=O)(=O)N1CCOCC1	2	3	7	-2	-1.4	102	2	6	2	0
CCOc1ccccc1N(C)C(=O)c1ccc2c(=O)n3c(nc2c1)CCCCC3	-2	2	9	-2	1.7	94	-2	8	-7	2
CC(=O)OCCCN1C(=O)c2ccc(Br)cc2C1=O	2	3	4	-9	-0.5	104	1	-9	4	3
O=C(Cn1nnc(-c2ccc(CN3CCOCC3)cc2)n1)NC1CCCCC1	-4	1	5	-8	-2.0	95	0	0	5	0
CCC(=O)Nc1nnc(SCC(=O)Nc2ccc3c(c2)OCCO3)s1	0	1	6	-5	0.1	104	0	7	2	0
CCN1C(=O)N[C@H](c2ccc(Br)cc2)C(C(=O)OC)=C1C	10	0	0	-3	0.4	96	3	2	-5	-1
CCNC(=S)N/N=C/c1cc(C)ccc1C	0	4	-1	-3	-1.8	95	5	-4	-2	-4
NC(=O)C1CCN(C(=O)CCCCCn2c(=O)[nH]c3ccsc3c2=O)CC1	4	3	6	nt	-0.9	97	2	6	-2	5
CCN(CC)S(=O)(=O)c1ccc(N2CCOCC2)c(NC(=O)C2CCCO2)c1 (centres undefined)	-1	1	-7	3	0.0	100	0	20	-2	-1
CCOC(=O)c1c(NC(=O)COC(=O)c2ccccn2)sc(C(=O)N(C)C)c1C	-6	-1	-1	-2	-1.1	98	-2	2	-7	-7
COc1ccccc1C(C)NC(=O)CCNC(=O)c1ccc(Cl)cc1 (centres undefined)	-2	-12	-7	-6	-1.9	99	0	5	11	2
COc1ccc(CN2CCCC2C(=O)Nc2ccc(OC)c(OC)c2)cc1OC (centres undefined)	-1	8	6	nt	1.6	99	2	-8	7	-2
CCOc1ccccc1OCC(=O)Nc1cccc(S(=O)(=O)NC2=NCCCCC2)c1	1	-10	10	-3	-0.2	95	-3	5	-4	2
N#C/C(C(=O)Oc1ccccc1)=C1/Nc2ccccc2-c2ccccc21	7	4	-1	nt	0.4	86	-1	6	-8	2
Cc1ccc(OCC(=O)Nc2ccc(-c3nc4ncccc4o3)cc2)cc1	-4	-1	-8	-5	1.4	103	1	-2	-2	0
COc1cc(C2=NOC(C(=O)NCc3cccnc3)C2)cc(OC)c1OC (centres undefined)	-9	7	0	-20	0.0	96	3	22	4	-2
CC1(c2nnc(Cc3ccccc3)o2)CC(c2cccc(Cl)c2)=NO1 (centres undefined)	-7	-2	6	-7	0.7	97	0	-3	10	-8
CCCNC(=O)c1ccc(N2CCC3(CC2)CC(c2cccc(Br)c2)=NO3)c(NC(=O)c2ccco2)c1	2	5	-5	-10	-1.1	92	-4	17	5	31
O=C(NCc1ccccc1)c1c(Cl)nc(Cl)c(Cl)c1Cl	-4	-1	2	-5	0.3	103	?	64*	11	-18
CN1CCN(C(=S)NC(=O)c2ccc(Br)cc2)CC1	7	-5	9	-1	1.6	91	1	4	-5	3
O=C(Nc1nc2ccccc2[nH]1)c1ccc(Br)o1	1	0	0	1	0.9	99	-5	13	0	-7
COc1cc(-c2cn(S(=O)(=O)c3cccc4nsnc34)nc2N)cc(OC)c1OC	0	9	1	-9	-1.9	93	5	-5	10	4
Cc1ccc(CNC(=O)c2cccnc2Cl)cc1	-3	-3	1	-4	0.4	103	2	6	-6	-7
COc1ccccc1-n1c(SCC(=O)c2ccc(O)cc2O)nc2cc([N+](=O)[O-])ccc21	10	-3	-11	-15	-3.6	97	2	3	-1	-8
Cc1ccc(C(=O)C2Oc3ccccc3C3CC(c4ccc(C)cc4)=NN23)cc1 (centres undefined)	-2	-3	0	-3	-2.6	92	-8	-6	7	-12
Cc1ccc(CSC2=NCCN2S(=O)(=O)c2ccc(C)cc2)cc1	-1	-5	-7	-5	2.6	101	1	1	8	-13
Cc1cccc(CCNC(=O)C2CCN(S(=O)(=O)c3cccc4cccnc34)CC2)c1	-1	-3	-2	-3	-1.9	97	-1	5	0	6
O=C(CN1C(=O)NC2(CCCC2)C1=O)Nc1cc(C(F)(F)F)ccc1N1CCOCC1	7	3	11	-8	-1.7	102	2	2	1	-1
CC12CCC(=O)N1C(C(=O)N1CCN(S(=O)(=O)c3cccc(C(F)(F)F)c3)CC1)CS2 (centres undefined)	-3	2	-2	-14	0.2	96	0	1	-9	1
O=C(CNc1cccc(Br)c1)Nc1ccc(S(=O)(=O)N2CCCCC2)cc1	-4	-7	6	-5	2.6	94	-4	10	-4	-8
CCCCCCCC(=O)NNC(=O)c1ccc(F)cc1	0	0	6	-8	-0.3	105	-1	-9	9	4
CCOC(=O)c1c(C)nc2sc(C(N)=O)c(N)c2c1-c1ccccc1	-7	1	-10	nt	-0.2	99	1	-1	-7	46
COc1ccc(/C=N/NC(=O)c2cccc(Br)c2)cc1COc1ccccn1	-8	5	1	-20	0.0	95	-1	0	-1	-1
CCC(C)Cn1c(C(C)C)nc2ccccc21 (centres undefined)	-4	-3	-1	-4	-0.2	92	3	12	-2	-3
CN(C(=O)COC(=O)c1cc([N+](=O)[O-])ccc1Sc1ccccc1)C1CCS(=O)(=O)C1 (centres undefined)	-5	-4	-3	-4	-0.9	106	0	-1	1	4
CCOC(=O)c1cc2c(=O)n3ccccc3nc2n(CCOC)c1=NC(=O)c1ccncc1	0	0	5	2	-0.8	92	1	7	3	31
O=C(N/N=C/c1c(O)ccc2ccccc12)c1ccc[n+](CCO)c1	-4	-7	9	-6	0.3	101	0	-13	-2	56*

Next section.
Molecule	Exocytosis inh	m5-HT2A agonist	ABHD5-PLIN5 inh	CaV13 ICDI inh	MC4R ag barr	ABCB6 inh 2	N-glyco inh	MC4R antagonist	PDI inh	Cardio protect
CC(C)(C)NC(=O)C1(N2C(=O)c3ccccc3C2=O)CCCC1	0	1	0	-11	0.0	96	0	-4	4	0
COc1ccc(-c2csc(C(C)(O)c3ccc(OC)cc3)n2)cc1 (centres undefined)	3	5	0	-4	-1.7	93	8	7	-4	-6
COC(=O)C1=C(C(=O)OC)[C@@H]2N(C)c3ccc(OC)cc3[C@@]23C[C@@H](C(=O)OC)N(C(=O)CC(C)C)C3=N1	-2	-2	7	-6	-1.0	98	-1	3	-4	8
NC(=O)C1=C[C@@H](c2ccccc2)C[C@@H](OCc2ccc(CO)cc2)O1	-1	1	1	-3	-2.4	95	4	4	4	2
Cc1ccc(C)c(NC(=O)CCCCCN2C(=O)[C@@H]3Cc4ccccc4CN3C2=O)c1	-2	10	1	-7	-3.5	101	3	2	29	-1
CN(c1ccc(OCC(=O)N2CCCC2)cc1)S(=O)(=O)c1ccc(Cl)cc1	-1	-2	3	-3	-0.2	96	-1	4	7	-7
CCCCNC(=O)c1oc2ccc(S(=O)(=O)N3CCCC3)cc2c1C	12	-2	10	-3	-0.9	98	2	18	6	2
CCCc1c(O)c2ccccc2n(-c2ccccc2)c1=O	-2	1	1	-2	-0.5	100	2	-4	9	4
C=CCNc1nc2c(c(=O)[nH]c(=O)n2C)n1CCOc1ccccc1	-2	-1	5	5	-0.2	93	5	1	13	4
COc1ccc(C(C)(C)C)cc1NC(=O)CCN1C(=O)C2CCCCC2C1=O (centres undefined)	0	-4	2	-3	-1.4	88	1	11	-2	1
O=C(CCC(=O)N(CC(=O)NC1CCCCC1)Cc1ccccc1)Nc1ccccn1	2	4	1	-5	-0.8	98	2	1	11	13
